# Screening data deposited in PubChem BioAssay by several laboratories.
# Large T inhibition = TAg ATPase/helicase activity blockers – biochemical (AID 1903). SV40 large T antigen ATPase/helicase inhibition assay; higher % means a stronger effect. inhibition, % at 20 µM; hits with a dose series show IC50 in µM. actives 0.39% (n = 310,000); in the data active = a potency from the dose series; inconclusive = inhibition mostly from about 32% at the one dose, without a potency; inactive = the rest, 99 in 100 with inhibition below about 32%; note: strong numbers were not always called active
# Dengue-2 NS5 capping = flavivirus cap methylation enzyme inhibition – biochemical, confirmation dose response, primary screen (AID 588689); Dengue-2 NS5 methyltransferase capping enzyme assay, biochemical; higher % means a stronger effect; inhibition, % at 25 µM, or IC50 in µM where a hit was titrated; actives 0.3% (n = 340,000); in the data active = a potency from the dose series; inconclusive = inhibition above about 29% without an active follow-up result
# Siah-1 displacement = blockers of Siah-1 interaction with plectin peptide – biochemical, fluorescence polarization, rhodamine-plectin, uHTS, primary screen (AID 1817); Siah-1 / rhodamine-plectin peptide fluorescence polarization; higher % means a stronger effect; displacement, % at 20 µM, or IC50 in µM where a hit was titrated; actives 0.02% (n = 290,000);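 active = displacement of at least 50% at 20 µM, with a fluorescence ratio check between 0.3 and a set limit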;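 note: plate controls were Siah plus tracer with DMSO for no effect and tracer alone without Siah for full effect; strong numbers were not always called active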
# RSV antiviral HEp-2 = inhibition of RSV-induced cytopathic effect – HEp-2 cells, primary 10 µM value included (AID 2391); HEp-2 cells, RSV-induced CPE inhibition; higher % means a stronger effect; CPE inhibition, % at 10 µM, or IC50 in µM where a hit was titrated; actives 0.13% (n = 310,000); in the data active = a potency from the dose series; inconclusive = CPE inhibition mostly from about 23% at the one dose, without a potency; inactive = the rest, 99 in 100 with CPE inhibition below about 21%; note: strong numbers were not always called active
# AID2073 = inhibitors of Mint1-CaV2.2 protein interaction, biochemical, HTRF (AID 2073). HTRF protein-protein interaction, Mint1-CaV2.2; higher % means a stronger effect. one-dose inhibition, % at 20 µM; IC50 in µM for titrated hits. actives 0.19% (n = 290,000); in the data active = inhibition mostly above about 51%, no sharp cut-off; inconclusive = no clear call, values can overlap the other calls; inactive = mostly below about 53%; note: some results filed as inactive read as strong as hits
# UTI89 phage lysis = protection from phage-mediated lysis, alamar blue read-out – E. coli UTI89, K1F phage, bacterial capsule biogenesis inhibitors (AID 488966); actives 0.02% (n = 340,000); inhibition, % at 100 µM, or IC50 in µM where a hit was titrated; E. coli UTI89 K1F phage lysis, alamar blue, 2 h; higher % means a stronger effect;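 active = phage lysis inhibition, versus mean bacterial control, above a set limit; inconclusive = no clear call, values can overlap the other calls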;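 note: capsule biogenesis inhibitors block K1F phage lysis so surviving cells raise fluorescence; higher fluorescence means more inhibition of phage lysis; actives were called in the ten point dose series up to 300 µM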
# West Nile antiviral = West Nile virus antiviral activity, cell-based, CPE readout (AID 1621). West Nile virus-infected cells, CPE inhibition; higher % means a stronger effect. one-dose CPE inhibition, % at 10 µM; IC50 in µM for titrated hits. actives 0.02% (n = 290,000); in the data active = a potency from the dose series; inconclusive = CPE inhibition mostly from about 3.7% at the one dose, without a potency; inactive = the rest, 99 in 100 with CPE inhibition below about 2.2%; note: strong numbers were not always called active
# Rac1 GTP hydrolysis = MgcRacGAP GTPase-activating activity inhibitors, confirmation, biochemical, ADP Hunter fluorescence. MgcRacGAP-stimulated Rac1 GTP hydrolysis, ADP Hunter fluorescence; higher % means a stronger effect; GST-tagged Rac1 F28L mutant substrate. inhibition, % at 30 µM; hits with a dose series show IC50 in µM. actives 0.6% (n = 340,000);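 active = first-screen hits whose inhibition reached a set limit at any dose in the follow-up dose series; inconclusive = inhibition above the set first-screen limit but never retested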;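 note: fluorescence reports GDP produced by GAP-driven GTP hydrolysis; strong numbers were not always called active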
# NTR1 agonist = agonists of NTR1, primary screen, imaging, U2OS cells, beta-arrestin-GFP, high content (AID 493036); NTR1-U2OS beta-arrestin-GFP spot imaging, agonist mode; activation, % at 20 µM; actives 0.17% (n = 330,000);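 active = activation at or above 40% of the spot to cytoplasm intensity ratio, with at least 20 cells analyzed; inconclusive = wells under 20 cells, flagged as cytotoxic or low count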;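 note: 0% = DMSO without peptide and 100% = 100 nM NTR1 peptide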
# Target sequence (P30989 whole entry, looked up): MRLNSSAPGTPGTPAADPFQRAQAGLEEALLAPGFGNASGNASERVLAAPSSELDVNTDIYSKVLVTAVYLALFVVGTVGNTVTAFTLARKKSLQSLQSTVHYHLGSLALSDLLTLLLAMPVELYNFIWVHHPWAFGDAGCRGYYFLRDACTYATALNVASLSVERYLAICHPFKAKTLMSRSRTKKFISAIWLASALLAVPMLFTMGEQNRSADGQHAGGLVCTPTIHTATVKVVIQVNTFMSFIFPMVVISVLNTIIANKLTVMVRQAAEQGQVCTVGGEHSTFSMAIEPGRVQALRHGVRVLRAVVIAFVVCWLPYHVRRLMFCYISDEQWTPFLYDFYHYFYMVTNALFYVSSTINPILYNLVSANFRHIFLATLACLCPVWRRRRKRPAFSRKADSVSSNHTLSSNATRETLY
# NTR1 agonist cell count 20 µM = also measured in NTR1 agonist; calls as there; cell count; measured here: cell count, cytotoxicity flag
# Dengue-2 NS5 capping pilot replicate = also measured in Dengue-2 NS5 capping; calls as there; inhibition, %; measured here: pilot screen replicate inhibition
# * hit, by the source's call; ? = inconclusive; / = not tested or not shown; [ ] = dose if it differs, or a comment.
# The opening 3 compounds as a preview:
SMILES,Large T inhibition,Dengue-2 NS5 capping,Siah-1 displacement,RSV antiviral HEp-2,AID2073,UTI89 phage lysis,West Nile antiviral,Rac1 GTP hydrolysis,NTR1 agonist,NTR1 agonist cell count 20 µM,others
O=C(COc1cccc(-n2cnnn2)c1)N1CCOCC1,-3%,1%,2%,0.6%,-6%,0.0%,0.3%,2%,0.5,46,
CCOc1ccc(/C=C/C(=O)Nc2ccc(OC)cc2[N+](=O)[O-])cc1,2%,?,3%,1.4%,20%,-0.4%,-0.3%,-3%,0.2,51,
O=C(O)c1ccc(C2(c3ccc(C(=O)O)cc3)OC(=O)c3ccccc32)cc1,7%,4%,0%,1.0%,6%,-0.7%,0.3%,8%,0.3,55,

# Main list (from the top)
SMILES,Large T inhibition,Dengue-2 NS5 capping,Siah-1 displacement,RSV antiviral HEp-2,AID2073,UTI89 phage lysis,West Nile antiviral,Rac1 GTP hydrolysis,NTR1 agonist,NTR1 agonist cell count 20 µM,others
O=C(COc1cccc(-n2cnnn2)c1)N1CCOCC1,-3%,1%,2%,0.6%,-6%,0.0%,0.3%,2%,0.5,46,
CCOc1ccc(/C=C/C(=O)Nc2ccc(OC)cc2[N+](=O)[O-])cc1,2%,?,3%,1.4%,20%,-0.4%,-0.3%,-3%,0.2,51,
O=C(O)c1ccc(C2(c3ccc(C(=O)O)cc3)OC(=O)c3ccccc32)cc1,7%,4%,0%,1.0%,6%,-0.7%,0.3%,8%,0.3,55,
COc1ccc2[nH]cc(CCNC(=O)Cc3c(F)cccc3Cl)c2c1,-4%,0%,-4%,3.0%,3%,-1.2%,-0.5%,11%,0.5,56,
CNC(=O)C1(C)C=CC2(CCCCC2)N1C(=O)OC (stereo not drawn),9%,-14%,/,2.0%,/,3.1%,-0.7%,8%,3.5,79,
Cc1c(C(=O)OCC(=O)N2CCC(C)CC2)oc2ccccc12,22%,-7%,/,-1.9%,/,2.5%[50 µM],/,5%,0.9,59,
O=C(Cn1c(=O)oc2ccccc21)NCc1ccco1,2%,/,1%,2.1%,0%,0.5%,0.1%,15%,-0.2,57,
COc1cccc(C(=O)N2CCN(Cc3ccc(OC)cc3OC)CC2)c1,7%,-6%,-5%,1.3%,9%,-0.1%,-0.2%,?,-0.1,55,
CCOC(=O)C1CCN(S(=O)(=O)c2ccc3c(c2)NC(=O)C(C)S3)CC1 (stereo not drawn),-6%,-3%,-4%,6.8%,-10%,0.2%,0.5%,-7%,-0.7,63,
Nc1nonc1-n1nnc(C(=O)N/N=C/c2cccnc2)c1-c1cccs1,4%,-5%,7%,0.4%,-1%,-0.2%,-0.1%,8%,0.2,55,
N#Cc1ccc(OCC(=O)NNC(=O)C2CCCCC2)cc1,/,-5%,/,/,/,0.2%[50 µM],/,-6%,1.1,55,
COC(=O)CC1COc2ccccc2N1C(=O)c1cccc(Cl)c1 (stereo not drawn),16%,-10%,0%,4.5%,0%,0.1%,1.6%,6%,0.4,95,Dengue-2 NS5 capping pilot replicate=-6.5
COCCNC(=O)C(c1ccc(F)cc1)N(Cc1ccco1)C(=O)CCC(=O)Nc1nccs1 (stereo not drawn),4%,/,-7%,1.2%,-1%,-0.3%,0.1%,-9%,-0.8,40,
O=C(NCc1csc(-c2cccs2)n1)c1ccccc1,3%,-2%,0%,/,-8%,2.7%,0.2%,10%,0.6,53,
CCOc1cc(/C=N/NC(=O)c2ccc(NC(=O)C3CC3)cc2)ccc1O,33%,-3%,0%,1.9%,10%,0.1%,-0.4%,72µM*,-0.7,68,
CCc1ccc(CN(C)C(=O)c2cc(COc3cccc(C(F)(F)F)c3)on2)nc1,18%,2%,2%,21%,1%,-0.4%[50 µM],-1.3%,5%,0.5,43,
CS(=O)(=O)c1ccc(C(=O)Nc2ccc(N3CCOCC3)cc2)c(Cl)c1,7%,-5%,-1%,-0.4%,-6%,-1.3%,0.8%,7%,4.1,29,
O=C(NCc1ccc2c(c1)OCO2)C1COc2ccccc2O1 (stereo not drawn),20%,-4%,-2%,-0.4%,13%,0.5%,-0.3%,4%,-0.9,64,
CCn1cc(/C=C(\NC(=O)c2cc(OC)c(OC)c(OC)c2)C(=O)NCCN2CCOCC2)c2ccccc21,14%,-11%,8%,3.0%,15%,0.3%,0.0%,6%,0.5,65,
CS(=O)Cc1cc(Sc2ccccc2)nc(-c2cccnc2)n1 (stereo not drawn),9%,-1%,-1%,1.6%,10%,-0.9%,-0.7%,6%,-0.7,45,
C=CCOC(=O)C1=C(C)NC(SCC(=O)Nc2ccc(C)c(Cl)c2)=C(C#N)C1c1ccco1 (stereo not drawn),1%,5%,2%,0.7%,13%,1.6%,-0.3%,8%,2.1,63,
C=CCN1CC(C(=O)N2CCC(Cc3ccc(Cl)cc3)(C(=O)OCC)CC2)CC1=O (stereo not drawn),27%,4%,9%,2.1%,-1%,1.0%[50 µM],-0.3%,-18%,-0.8,69,
O=C(CSc1ncn[nH]1)Nc1nc(-c2cccc([N+](=O)[O-])c2)cs1,10%,-8%,2%,14%,-1%,1.1%[50 µM],0.5%,14%,1.8,66,
COc1ccccc1C(=O)NC(C)C(c1cccs1)N1CCOCC1 (stereo not drawn),-3%,-3%,2%,-0.5%,0%,0.5%,0.9%,-2%,-0.4,37,
Cc1nnc(SCc2ccccc2)n(N)c1=O,5%,-5%,4%,2.3%,2%,2.8%[50 µM],0.0%,5%,-0.2,62,
CC12CCC(C(=O)N(Cc3ccccc3)Cc3ccccc3)(OC1=O)C2(C)C (stereo not drawn),2%,/,-3%,0.0%,5%,-0.1%,0.1%,11%,6.9,57,
CC1CC(O)C(C)CN1 (stereo not drawn),/,3%,15%,/,0%,-0.7%,0.2%,8%,/,/,
CC(=O)/C(=C/c1ccc(N(C)C)cc1)C(=O)c1ccccc1,15%,-4%,2%,2.9%,-3%,2.0%,0.2%,3%,1.1,60,
Cc1ccc([N+](=O)[O-])cc1NC(=O)c1ccoc1C,7%,-4%,2%,2.8%,2%,1.5%,-0.6%,7%,0.4,51,
O=C(COc1ccccc1Br)c1ccc(O)cc1O,0%,1%,3%,2.7%,6%,2.6%,0.7%,1%,3.0,44,
CC(C)(Oc1ccc(Cl)cc1)C(=O)Nc1ccc2oc(=O)ccc2c1,2%,-10%,0%,2.4%,1%,-0.1%,-0.5%,4%,0.9,44,
COc1cccc(NC(=O)COC(=O)c2c(-c3ccccc3)noc2C)c1,-7%,1%,4%,0.5%,-6%,0.9%,-0.2%,8%,0.2,55,
CSC1=N/C(=C\C=C\c2cccs2)C(=O)S1,8%,-21%,-5%,0.0%,0%,0.8%,0.1%,25%,-3.3,74,
O=C(O)CN1C(=O)Nc2ccc(Br)cc2C1c1ccccc1 (stereo not drawn),9%,4%,-2%,-1.0%,-5%,0.5%,0.2%,13%,0.5,60,
O=C(COC(=O)c1cc[n+]([O-])cc1)Nc1c(Cl)cccc1C(F)(F)F,12%,-3%,/,2.5%,/,0.6%[50 µM],/,5%,-0.6,68,
COc1c(C)cc(C(=O)C2CCCN(C(=O)c3ccc4cc[nH]c4c3)C2)cc1C (stereo not drawn),1%,-1%,9%,1.1%,9%,-0.3%,-0.3%,-2%,-0.6,57,
Cc1ccc(OCC(=O)NNC(=O)C2CSC3(C)CCC(=O)N23)cc1C (stereo not drawn),/,0%,/,/,/,1.5%[50 µM],/,3%,-0.1,56,
CC(/C=N/NC(=O)CSc1ccccn1)=C\c1ccc(C(C)C)cc1,1%,-7%,-1%,13%,-12%,-0.7%[50 µM],-1.1%,8%,14,76,
CCNC(=S)N1CCN(S(=O)(=O)c2ccc(C)c(C)c2)CC1,5%,-10%,10%,4.6%,-13%,-1.0%,0.3%,9%,-0.2,41,
O=c1c2cc(Br)ccc2nc(-c2ccccc2)n1O,-9%,7%,-3%,1.6%,9%,-0.1%,-0.1%,9%,0.1,108,
COc1cc(C)c(NC(=O)C2CCN(S(=O)(=O)c3cccs3)CC2)cc1OC,/,-3%,/,-0.2%,/,0.9%[50 µM],/,1%,-1.0,100,
COc1cccc(C(=O)OCC(=O)N2CCc3ccccc3C2)c1,/,1%,/,/,/,-4.0%,/,0%,-0.3,59,
Cc1ccc(-n2ncc(C#N)c2/N=C/N2CCOCC2)cc1,12%,5%,2%,0.4%,-2%,1.6%,-0.3%,5%,3.6,87,
Cc1ccc(C(=O)CCC(=O)Nc2ncccc2C)cc1,/,-9%,/,1.3%,/,0.0%[50 µM],/,-1%,-1.8,48,
CC1(c2ccc(NC(=O)c3ccccc3F)cc2)CC1(Cl)Cl (stereo not drawn),7%,-3%,-1%,9.8%,10%,0.1%,-0.9%,8%,3.0,88,Dengue-2 NS5 capping pilot replicate=-2.8
COc1ccccc1CCc1nnc(CCC(=O)NC(C)Cc2cccc(C)n2)o1 (stereo not drawn),/,-4%,10%,0.7%,-1%,0.0%,-0.2%,-9%,0.6,78,
Cc1cccc(C)c1NC(=O)CS(=O)CC(=O)N1CCN(c2ccccc2)CC1 (stereo not drawn),12%,-11%,2%,1.4%,-2%,1.1%,-0.6%,7%,-0.5,46,
CN(C(=S)Nc1ccccc1)c1ccccc1,4%,-3%,-2%,0.0%,-13%,-5.3%,0.9%,5%,0.5,37,
Cn1c(=O)c2c(nc(N/N=C3\CCCc4ccccc43)n2Cc2ccc(F)cc2)n(C)c1=O,6%,3%,5%,0.5%,-1%,-0.1%,-1.8%,6%,0.8,49,
CCn1c(COc2cccc(OC)c2)nnc1SCC(=O)NCC1CCCO1 (stereo not drawn),-2%,-11%,1%,0.5%,-6%,0.4%,-0.1%,12%,0.0,42,
NC(=O)CC(NC(=O)OCc1ccccc1)C(=O)O (stereo not drawn),0%,7%,2%,3.1%,-1%,2.2%[50 µM],0.1%,6%,2.7,48,
O=C(OCC#CCSc1nc2ccccc2o1)c1ccco1,-1%,-6%,-2%,1.7%,-2%,0.6%,0.9%,14%,-0.1,49,
COc1cc(/C=N/NC(=S)Nc2cccc(C(=O)O)c2)ccc1O,22µM*,-1%,-6%,2.3%,-10%,5.6%,0.5%,45µM*,-2.5,61,
COc1ccccc1-c1c(C)nn2c(N3CCN(Cc4ccccc4)CC3)cc(C)nc12,3%,3%,-2%,4.4%,7%,1.5%,-0.4%,6%,4.6,68,
COc1ccc(C(=O)Nc2c(C(C)(C)C)nn(C)c2C(C)(C)C)cc1,8%,-3%,-3%,1.8%,-4%,0.8%,0.3%,10%,-0.7,47,

# Rows were taken by chance (roughly 1.6% active in at least one column).
